Assay outcomes (PubChem)
TWEAK Fn14 block – TWEAK-Fn14 signaling inhibition; TWEAK-stimulated Fn14 reporter cells, luciferase luminescence, 8 h; inhibition, % at 10 µM; 2% of 360,000 active; in the data active = inhibition above about 50%
ABHD5-PLIN5 inh – inhibitors of human ABHD5-perilipin-5 interaction; Q00G26+Q8WTS1; Split G. princeps luciferase complementation, luminescence, 4 h; inhibition, % at 4 µM; 0.78% of 360,000 active;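 active = inhibition above the mean inhibition across every tested compound plus 3 SD, cut at about 22% in these data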;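 note: 0% = DMSO only wells and the 100% control is not disclosed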
NCOA3 inh – human NCOA3 inhibition; Q9Y6Q9; HEK293 GAL4-SRC3 luciferase reporter, luminescence; inhibition, % at 3.6 µM; 0.17% of 360,000 active; AID 588352;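 active = inhibition above a per-campaign cutoff, the mean of all compounds plus 3 SD, cut at about 60% in these data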;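 note: 0% = DMSO-treated cells and 100% = gossypol-treated cells at 36 µM; higher means less SRC3-driven luciferase light from the GAL4 reporter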
NOD2 RIPK2 PPI – NOD2-RIPK2 protein interaction inhibition | O43353 | CHO BLA complementation NOD2-RIPK2, CCF4 ratio | inhibition, % at 4.98 µM | 0.38% of 360,000 active | AID 624267; in the data active = inhibition above about 21%;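 note: 0% = vehicle only and 100% = reference blocker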
Granule exo inh – blocks lytic granule exocytosis; TALL-104 LAMP-1 surface exposure, flow cytometry; cells stimulated with thapsigargin and PMA; inhibition, % at 10 µM; 0.66% of 360,000 active;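 active = inhibition above about 55%, limit read from the data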
TROY NFkB inh – inhibitors of TROY-dependent NF-kB signaling; 0.98% of 360,000 active; Q293 LMP1-TROYcd NF-kB luciferase reporter, 4 h; inhibition, % at 10 µM;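 active = compounds whose plate-normalised and pattern-corrected inhibition of the luciferase reporter signal at the single screening dose is 50% or more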
TLR9-MyD88 block – TLR9-MyD88 interaction inhibition. 0.21% of 340,000 active. inhibition, % at 4.98 µM. CHO BLA complementation TLR9-MyD88, CCF4 FRET ratio. Q9NR96+Q99836;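 active = inhibition above the mean over all tested compounds plus 3 SD, cut at about 21% in these data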;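 note: 0% = DMSO only wells and 100% = clavulanate BLA inhibitor control wells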
NCOA1 inh – inhibitors of human steroid receptor coactivator 1 (SRC1). Q15788. HEK293 GAL4-SRC1 luciferase reporter, luminescence. inhibition, % at 3.6 µM. 0.12% of 360,000 active. AID 588354;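 active = inhibition above the campaign mean plus 3 SD, with each screening campaign given its own cutoff, cut at about 60% in these data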;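 note: 0% = DMSO treated cells and 100% = gossypol at 36 µM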
NR5A2 inv ag – inverse agonists of human LRH-1 (NR5A2). inhibition, % at 3.6 µM. HEK293T StAR-luciferase reporter, LRH-1 transfected, 24 h. 0.13% of 360,000 active;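 active = inhibition above the mean inhibition of all tested compounds plus 3 SD, cut at about 73% in these data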;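 note: 0% = DMSO wells and 100% = reporter-only cells lacking LRH-1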
Target sequence (O00482 whole entry, looked up): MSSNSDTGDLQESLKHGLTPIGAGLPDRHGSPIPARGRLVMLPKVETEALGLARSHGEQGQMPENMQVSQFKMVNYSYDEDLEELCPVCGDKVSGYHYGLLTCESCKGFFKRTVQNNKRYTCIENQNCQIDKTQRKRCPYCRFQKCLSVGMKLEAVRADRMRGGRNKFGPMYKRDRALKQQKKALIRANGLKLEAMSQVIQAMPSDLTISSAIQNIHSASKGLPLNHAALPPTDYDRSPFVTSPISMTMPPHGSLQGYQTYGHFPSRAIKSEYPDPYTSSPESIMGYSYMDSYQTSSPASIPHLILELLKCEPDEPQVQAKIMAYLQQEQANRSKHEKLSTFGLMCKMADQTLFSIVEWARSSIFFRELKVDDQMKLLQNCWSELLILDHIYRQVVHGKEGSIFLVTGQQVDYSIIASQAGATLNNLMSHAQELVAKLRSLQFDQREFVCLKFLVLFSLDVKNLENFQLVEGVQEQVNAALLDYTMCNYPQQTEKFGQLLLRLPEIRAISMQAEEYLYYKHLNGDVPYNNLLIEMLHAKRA
NR2F2 inh – NR2F2 (human) inhibition, primary screen; P24468; HEK293T NGFI-A luciferase reporter, luminescence; inhibition, % at 8.6 µM; 0.7% of 370,000 active;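 active = inhibition above a per-plate cutoff, mean inhibition of test wells between control levels plus 3 SD, cut at about 38% in these data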;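 note: cells cotransfected with COUP-TFII expression vector driving the NGFI-A reporter; 0% = median of COUP-TF2 test wells and 100% = reporter-only cells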
Target sequence (P24468 whole entry, looked up): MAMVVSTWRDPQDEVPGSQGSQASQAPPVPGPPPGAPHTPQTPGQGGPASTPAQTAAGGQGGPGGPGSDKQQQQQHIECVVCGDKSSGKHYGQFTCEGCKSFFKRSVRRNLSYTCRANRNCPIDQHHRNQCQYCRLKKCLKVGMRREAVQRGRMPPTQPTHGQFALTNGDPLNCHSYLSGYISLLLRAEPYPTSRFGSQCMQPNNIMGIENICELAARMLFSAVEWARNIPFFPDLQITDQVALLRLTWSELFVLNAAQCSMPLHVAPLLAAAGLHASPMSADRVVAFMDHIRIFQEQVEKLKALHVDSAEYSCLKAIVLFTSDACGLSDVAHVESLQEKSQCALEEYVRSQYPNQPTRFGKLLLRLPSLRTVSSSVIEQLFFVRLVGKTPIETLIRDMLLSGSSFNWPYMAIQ
NCOA2 inhibitor – human SRC2 (NCOA2) inhibition. Q15596. HEK293 GAL4-SRC2 luciferase reporter, luminescence. inhibition, % at 9 µM. 0.17% of 370,000 active. AID 651957;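 active = inhibition above the mean inhibition of all tested compounds plus 3 SD, set per campaign, cut at about 52% in these data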;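 note: 0% = DMSO treated cells and 100% = cells given Gossypol at 36 µM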
Active calls of the source: *; x = not tested or not shown. Only part of the results is shown; count on the stated rates, not on these rows.

SMILES	TWEAK Fn14 block	ABHD5-PLIN5 inh	NCOA3 inh	NOD2 RIPK2 PPI	Granule exo inh	TROY NFkB inh	TLR9-MyD88 block	NCOA1 inh	NR5A2 inv ag	NR2F2 inh	NCOA2 inhibitor
C=CCC1(CC=C)CCCN1C(=O)c1cc(COc2ccc(C)nc2)on1	11	0	2	-2	0	8	8	-10	21	57*	-8
Cc1ccc(NC(=O)c2ccccc2OCC(=O)c2ccc(F)cc2)cc1	-8	6	11	0	44	-29	-1	0	22	-6	-10
Cc1cc(Cl)ccc1NC(=O)CSc1nnc(Cc2cccs2)n1Cc1ccco1	-7	6	13	4	0	-3	1	0	28	11	3
COc1ccc(/C(N)=N/OC(=O)CSc2ccccc2)cc1OC	-50	-2	-37	1	2	-45	0	-44	-53	-15	-43
Cc1ccccc1NC(=S)N(CCc1c(C)[nH]c2ccc(F)cc12)Cc1cccnc1	-2	9	-8	4	-1	13	-11	-11	7	12	3
COc1ccc(-n2nc(C(=O)NCC(=O)Nc3cc(OC)c(OC)c(OC)c3)c3ccccc3c2=O)cc1Cl	36	-13	21	7	17	5	-1	24	20	23	12
COc1ccc(Cn2nnnc2CN(Cc2cc3ccc(C)cc3[nH]c2=O)C2CCCC2)cc1	-1	-2	14	0	-5	-25	-11	7	-12	-2	-14
O=C(NCCNC(=O)c1ccco1)c1ccc(Cl)c(Cl)c1	-19	-1	-9	-7	-10	-21	-9	-15	-11	-6	-2
Cc1ccc(-c2csc3ncn(-n4c(C)ccc4C)c(=O)c23)o1	-18	27*	9	-13	56*	-5	-5	5	1	-8	-32
COc1cc(C(=O)Nc2ccccc2N2CCN(S(C)(=O)=O)CC2)cc(OC)c1OC	9	2	-16	-14	-17	-4	4	-5	42	-10	1
COc1ccc(NC(=O)NC2CCCCCCC2)cc1	-5	-3	-93	-5	0	-61	6	-142	-132	-38	-85
Cc1ccc(C)c(OCC(=O)Nc2nc3ccc([N+](=O)[O-])cc3s2)c1C	16	-7	7	-4	2	21	-4	5	2	-6	4
Cc1nnc(SCCn2c(Br)nc3c2c(=O)n(C)c(=O)n3C)s1	-9	-5	12	4	-2	-8	-1	5	1	-6	9
Cc1ccc(CSCC(=O)Nc2ccc(N3CCOCC3)cc2N2CCOCC2)cc1	-9	-2	-12	-10	1	5	-1	-17	-1	-13	-15
Cc1ccc(-n2c(SCc3nc4ccccc4[nH]3)nnc2-c2ccncc2)cc1	17	-2	18	-10	-2	-22	2	-2	16	-26	-2
O=C(CCN1C(=O)/C(=C\c2ccccc2)SC1=S)NNC(=O)c1ccncc1	4	-4	7	-9	4	4	x	9	12	-1	7
Cc1ccccc1C(=O)Nc1cccc(-c2ccc3nncn3n2)c1	-9	-2	-8	1	0	-5	6	5	-1	-9	-6
Cc1ccc2c(COC(=O)CNC(=O)c3ccccc3)cc(=O)oc2c1	-3	3	5	-2	-1	-3	-12	-5	-16	0	0
C/C(Cn1nnc2ccccc21)=N\NC(=O)c1ccc(Br)cc1	-5	0	-10	0	-3	-70	6	-5	-31	-34	-28
CCOC(=O)C1=C(c2ccccc2)NC(=O)NC1c1cc(Br)c(O)c(OC)c1 (stereo unspecified)	-23	8	-1	-3	-2	-35	-2	18	-2	4	13
COc1ccc(OC)c(Nc2nc(-c3ccncc3)nc3ccccc23)c1	3	-10	-9	-1	83*	-17	-10	10	31	-8	9
O=C(Nc1nc2ccccc2[nH]1)C1CC(=O)N(c2ccc3c(c2)OCCO3)C1 (stereo unspecified)	69*	-1	-2	-1	-2	36	7	1	5	15	6
CCN1C(=O)c2cccc3c(NC(=O)c4ccc(OC)c(OC)c4)ccc1c23	12	6	0	-13	-2	-8	11	6	30	-32	-40
O=C(NCCCN1CCCC1=O)c1ccc(Cl)c(Cl)c1	-8	-5	-2	4	-1	-13	-4	-30	5	11	12
COc1ccc2nc(NC(=O)CCc3ccc(OC)c(OC)c3)sc2c1	10	3	-3	-1	-3	-19	4	2	-13	2	-2
CC1Cc2ccccc2N1C(=O)CCS(=O)(=O)c1cccs1 (stereo unspecified)	-14	10	-15	1	-3	-41	1	-15	-25	13	-13
CCC(C)(C)NC(=O)C(c1ccc(C)o1)N(Cc1cccs1)C(=O)Cn1nnc2ccccc21 (stereo unspecified)	-7	-3	7	8	-2	2	1	13	1	12	-4
CC1CCN(c2ccccc2NC(=O)c2cc3ccccc3o2)CC1	-16	-3	-3	-16	-11	-14	-8	10	11	-34	-2
COc1cc(C(=O)Nc2sc(C(=O)N3CCOCC3)c(C)c2C#N)cc(OC)c1OC	7	-3	-17	-9	1	-9	16	-17	4	12	4
O=CC(=O)c1ccccc1	14	3	15	-1	6	-12	3	-13	15	-10	18
O=C(O)/C=C/c1ccc(O)c(O)c1	7	-10	1	-10	-3	-8	-1	1	-3	-9	-11
CCCCC(O)(CCCC)C(=O)NN(C(=O)OC)c1ccc(C)cc1	0	0	13	-3	7	-7	-10	5	22	-12	-7
CCOC(=O)c1ccccc1NC(=O)CN(c1ccccc1)S(=O)(=O)N(C)C	-19	3	15	4	4	-6	7	-9	-20	0	-12
COc1ccc(C(=O)Nc2ccc3oc(-c4cccnc4)nc3c2)cc1OC	-14	-1	13	-12	-4	18	5	11	-14	7	-10
CCOC(=O)[C@]12CCC=C1N(Cc1ccc3c(c1)OCO3)C(=O)[C@H](CC(=O)NCc1ccc(C)o1)C2	-7	6	x	-5	-5	-6	x	x	1	-17	-20
Fc1ccccc1Nc1n[nH]c(=S)s1	0	-13	-46	-11	-1	-20	-5	-65	-82	-21	-88
O=C(Oc1ccc(Cl)cc1)c1ccc(N2CCOCC2)c([N+](=O)[O-])c1	7	0	-5	-11	6	-3	-10	-10	-1	-11	3
O=C(OCCOc1ccccc1Cl)c1ccc(-n2cnnn2)cc1	-15	-4	-14	2	-2	-33	-11	-23	3	-20	-15
CCN(CC)S(=O)(=O)c1ccc(C(=O)Oc2ccc3c(c2)OCO3)cc1	-13	3	-8	-4	2	19	1	-9	-3	5	0
Clc1cccc(-c2cc3nc4c(c(NCc5ccco5)n3n2)CCCC4)c1	40	-3	-69	-10	0	43	4	-112	-183	-32	-54
Cc1ccc(NC(=S)NCCC2=CCCCC2)cc1	-6	15	-31	3	5	-92	-6	-62	-69	-14	-25
Cc1cc(C(=O)COC(=O)c2ccc(NC(=O)CC#N)cc2)c(C)n1CCc1ccc(F)cc1	-1	-3	-12	0	1	-17	7	0	19	-3	4
O=C(NC1CCCCC1)c1cc(C2CC2)nn1-c1ccccc1	-24	-5	9	1	-3	-11	6	9	-14	-2	4
CC(C)C(=O)Nc1ccccc1C(=O)OCC(=O)c1ccc2c(c1)OCCO2	16	0	-5	-10	0	-19	-3	-69	7	8	-20
Cc1ccc(NC(=O)COc2ccc(C(=O)c3ccccc3)cc2)c(O)c1	-7	-9	12	-6	4	13	-11	-9	6	8	12
CCCCc1nnc(NC(=O)CSc2nc(N)cc(=O)[nH]2)s1	-6	-5	-4	0	0	-5	-10	9	0	22	1
CCOC(=O)c1cc(CC)sc1NC(=O)Cc1ccsc1	-13	-9	8	-1	3	7	5	-14	-6	24	13
O=C1CSC(c2cccc([N+](=O)[O-])c2)N1c1ccc(O)cc1 (stereo unspecified)	4	4	11	-1	-4	4	0	-26	-7	3	-20
CCOC(=O)C1CCN(C(=O)CCCN2C(=O)c3ccccc3C2=O)CC1	-8	2	-6	-6	-1	17	-4	4	-5	8	-18
Cc1ccc(SCCC(=O)Nc2cccc(N(C)S(C)(=O)=O)c2)cc1	16	2	3	-10	-2	0	-9	3	16	2	9
COc1cc(C#Cc2c(-c3cncn3C)n(C)c3ccc(-c4ccc(OC)c(OC)c4)cc23)cc(OC)c1	-9	15	8	4	0	3	-12	1	11	-2	8
COc1ccc(NC(=O)COC(=O)CCc2ccc(S(=O)(=O)N3CCOCC3)cc2)cc1OC	-16	3	-4	4	2	8	2	-6	17	-2	11
Cc1ccc(S(=O)(=O)/N=C/c2c(O)ccc3ccccc23)cc1	16	5	5	-2	-3	13	-1	-7	3	6	12
CCOc1cc(/C=N/NC(=O)COc2cccc(C)c2)ccc1OC(=O)c1cccs1	-37	-5	8	0	3	-13	2	-6	-11	9	1
CC1CCN(CCCn2c(SCC(=O)Nc3ccccc3Cl)nc3ccccc3c2=O)CC1	-11	8	18	5	26	-3	-12	4	-14	-20	-8
CCn1c(COc2ccc(=O)n(-c3ccccc3)n2)nnc1SCc1ccc(C)cc1	-10	2	-2	-9	3	-6	-17	-14	15	9	12
Cc1ccc(OC(=O)COc2ccccc2C)cc1	-14	-4	-3	4	3	-17	-5	2	9	11	24
Cn1ccnc1SCC(=O)c1ccc(F)cc1	-22	-6	-11	-3	9	-10	x	-29	-13	-14	-10
Cc1ccc(-c2nnn(CC(=O)N(CC3CCCO3)C(C(=O)NC(C)(C)C)c3ccc(F)cc3)n2)o1 (stereo unspecified)	8	-10	-4	-8	1	19	-6	5	-4	4	-18
COC(=O)c1cc(OC)c(OC)cc1NC(=O)CN1CCCCC1	-22	-7	-22	0	-1	19	3	-25	-1	x	x

Continued.
SMILES	TWEAK Fn14 block	ABHD5-PLIN5 inh	NCOA3 inh	NOD2 RIPK2 PPI	Granule exo inh	TROY NFkB inh	TLR9-MyD88 block	NCOA1 inh	NR5A2 inv ag	NR2F2 inh	NCOA2 inhibitor
COc1ccc2sc(-c3ccc(S(C)(=O)=O)cc3)c(C(=O)NCCCN3CCCC3=O)c2c1	-9	-6	-9	-16	-2	2	-3	1	7	3	23
CC1CCC(NC(=O)COC(=O)c2cccnc2Cl)CC1 (stereo unspecified)	8	-4	3	13	-4	-15	6	-17	13	-10	1
COc1ccc2nc(SCC(=O)Nc3nonc3C)[nH]c2c1	22	1	10	-12	2	4	0	12	6	-7	6
COc1cccc(OCC(=O)Nc2ccccc2C(=O)Nc2ccc(C(=O)O)cc2)c1	7	-4	9	-6	0	-3	1	-8	-17	5	-18
Cc1cc(OCC(=O)O/N=C(\N)Cc2cccs2)ccc1Br	-25	-3	8	-7	-2	-23	-6	8	-5	-13	-4
CCOC(=O)N1CCN(c2ccc(S(=O)(=O)N3CCOCC3)cn2)CC1	8	3	12	-7	2	6	2	-6	-3	-2	-3
Cc1cc(NCCCn2ccnc2)n2nc(C)c(-c3ccccc3)c2n1	-20	0	-19	-11	0	-34	7	-37	-76	-40	-31
Nc1ccccc1Sc1ccccc1[N+](=O)[O-]	1	-7	8	1	3	0	-1	-1	13	5	-9
O=C(COC(=O)CCc1c[nH]c2ccccc12)NC(c1ccccc1)c1ccccc1	23	-3	-16	-10	4	-9	-1	1	-4	0	-20
CCc1ccc[n+](-c2[nH]c(=O)sc2/C=N/NC([S-])=Nc2ccccc2)c1	-17	-7	14	-3	-4	-22	3	-4	-22	13	12

Record cards, from the list above.
Record of `COc1ccc2nc(SCC(=O)Nc3nonc3C)[nH]c2c1` = TWEAK Fn14 block: 22; ABHD5-PLIN5 inh: 1; NCOA3 inh: 10; NOD2 RIPK2 PPI: -12; Granule exo inh: 2; TROY NFkB inh: 4; TLR9-MyD88 block: 0; NCOA1 inh: 12; NR5A2 inv ag: 6; NR2F2 inh: -7; NCOA2 inhibitor: 6
Record of `CCc1ccc[n+](-c2[nH]c(=O)sc2/C=N/NC([S-])=Nc2ccccc2)c1` = TWEAK Fn14 block: -17; ABHD5-PLIN5 inh: -7; NCOA3 inh: 14; NOD2 RIPK2 PPI: -3; Granule exo inh: -4; TROY NFkB inh: -22; TLR9-MyD88 block: 3; NCOA1 inh: -4; NR5A2 inv ag: -22; NR2F2 inh: 13; NCOA2 inhibitor: 12
